High-throughput results from PubChem.
UBC13 polyUb – blocks human UBC13 polyubiquitin chain formation; AID 485273; TR-FRET; inhibition, % at 20 µM; 330,000 tested, 0.47% active; P61088; in the data active means inhibition above about 45%, passing the limit was not always enough
SENP6 block – blocks the human protease SENP6 | Q9GZR1 | Recombinant SENP6 catalytic domain, aminoluciferin luminescence | inhibition, % at 10 µM | 330,000 tested, 1.8% active | AID 2599;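 active means inhibition above about 50% at the single tested dose, limit read from the data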;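 further: plate controls were DMSO wells with enzyme for no effect and DMSO wells lacking enzyme for full effect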
APOBEC3G inh – inhibitors of human APOBEC3G DNA deaminase | inhibition, % at 20 µM | recombinant A3G, ssDNA deamination FAM/TAMRA fluorescence | Q9HC16 | 330,000 tested, 0.28% active;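 active means inhibition of at least 40% at 20 µM, with no more than 30% in the related APOBEC3A deaminase screen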;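 further: plate controls were DMSO wells with A3G for no effect and wells lacking A3G enzyme for full effect; some compounds called inactive have numbers as strong as hits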
Target sequence (Q9HC16 whole entry, looked up): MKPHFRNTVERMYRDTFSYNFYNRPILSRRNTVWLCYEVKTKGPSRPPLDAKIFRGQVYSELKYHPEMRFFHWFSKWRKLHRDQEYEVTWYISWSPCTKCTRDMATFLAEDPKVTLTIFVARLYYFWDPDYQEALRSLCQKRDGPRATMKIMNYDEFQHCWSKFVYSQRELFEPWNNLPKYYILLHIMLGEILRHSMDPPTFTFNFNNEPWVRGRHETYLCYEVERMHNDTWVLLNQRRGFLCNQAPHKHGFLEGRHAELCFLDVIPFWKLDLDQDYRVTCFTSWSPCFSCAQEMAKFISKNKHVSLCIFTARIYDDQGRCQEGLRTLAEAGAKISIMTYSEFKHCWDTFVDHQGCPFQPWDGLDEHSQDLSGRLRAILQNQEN
SENP8 block-1 – inhibitors of human SENP8 protease | 330,000 tested, 1.2% active | inhibition, % at 10 µM | Q96LD8 | AID 2540 | purified SENP8, Z-RLRGG-aminoluciferin cleavage, luminescence; in the data active means inhibition above about 50%
Target sequence (Q96LD8 whole entry, looked up): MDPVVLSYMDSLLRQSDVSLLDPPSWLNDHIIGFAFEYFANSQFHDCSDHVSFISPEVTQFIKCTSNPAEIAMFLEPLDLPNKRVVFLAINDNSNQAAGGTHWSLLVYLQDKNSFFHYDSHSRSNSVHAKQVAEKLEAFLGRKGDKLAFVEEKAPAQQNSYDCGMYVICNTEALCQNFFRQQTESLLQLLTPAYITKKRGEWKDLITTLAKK
Apaf-1 inh – inhibitors of human Apaf-1 apoptosome. O14727. 330,000 tested, 0.71% active. reconstituted apoptosome caspase-3 activity, DEVD-Rh110 fluorescence. AID 489030. inhibition, % at 20 µM; active means inhibition of at least 40% at 20 µM;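 further: plate controls were DMSO wells for no effect and DEVD-CHO caspase inhibitor wells for full effect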
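Material: reconstituted apoptosome with Apaf-1, cytochrome c, caspase-9, procaspase-3, dATP / Buffer or medium: pH 7.5 Hepes buffer with CHAPS, BSA, DTT / Also added: cytochrome c with DEVD-Rh110 / Schedule: compound with Apaf-1, dATP, procaspase-3 30 min, then 50 min reaction, room temperature / Technique: rhodamine 110 fluorescence at Ex 480/Em 540 nm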
SENP1 inh – inhibitors of human SENP1 SUMO protease catalytic domain; Q9P0U3; recombinant SENP1 catalytic domain, CyPet-SUMO1-YPet FRET cleavage; inhibition, % at 10 µM; 360,000 tested, 0.21% active; AID 624204;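 active means inhibition at least 30% at 10 µM, raw YFP signal under a set limit, fluorescence ratio 0.5 to 1.5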;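 further: 0% = enzyme with DMSO and 100% = no enzyme wells; some results filed as inactive read as strong as hits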
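material = recombinant human SENP1 catalytic domain, His6-tagged | quantity = 20 pM enzyme | reagent = 25 nM SUMO1 FRET substrate | compound dosing = 10 µM single point, 0.5% DMSO | timing = 50 min enzyme reaction, room temperature, light-protected | detection = FRET, CFP and YFP emission | control set = no-enzyme low, enzyme-DMSO high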
SENP8 block-2 – inhibitors of human SENP8 protease; inhibition, % at 20 µM; AID 602440; recombinant SENP8, Nedd8 substrate fluorescence; 360,000 tested, 0.64% active; Q96LD8; in the data active means inhibition mostly above about 40%, no sharp cut-off; inactive means mostly below about 27%
SENP7 block – inhibitors of human SENP7 protease; Q9BQF6; recombinant SENP7, Z-RLRGG-aminoluciferin luminescence, 40 min; inhibition, % at 5 µM; 330,000 tested, 1.5% active;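 active means inhibition above about 50% at the single test dose, limit read from the data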;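 further: plate controls were DMSO with enzyme for no effect and no enzyme buffer wells for full effect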
Target sequence (Q9BQF6 706-1050 limits assumed): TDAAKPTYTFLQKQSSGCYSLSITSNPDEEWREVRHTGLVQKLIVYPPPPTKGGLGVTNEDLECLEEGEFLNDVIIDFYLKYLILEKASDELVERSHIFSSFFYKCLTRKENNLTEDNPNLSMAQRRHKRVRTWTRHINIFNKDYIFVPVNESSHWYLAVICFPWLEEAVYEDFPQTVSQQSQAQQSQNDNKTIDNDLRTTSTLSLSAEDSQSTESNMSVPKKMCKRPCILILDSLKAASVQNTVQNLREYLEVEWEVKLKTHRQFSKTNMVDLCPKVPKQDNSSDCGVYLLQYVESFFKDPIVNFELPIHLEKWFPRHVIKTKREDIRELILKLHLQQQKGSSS
The depositor's hits bear a star; i = inactive; / = no result given; & = joins results of further samples. Compounds as they come (roughly 3.6% active in at least one column).

No.	SMILES	SENP1 inh	APOBEC3G inh	SENP8 block-2	SENP8 block-1	Apaf-1 inh	SENP7 block	UBC13 polyUb	SENP6 block
1	C#CC[N+](C)(C)C(C#Cc1ccccc1)CC=C (stereo unspecified)	-3	-5	-3	3	4	6	-1	14
2	COc1cccc2cc(C(=O)NCc3ccccn3)c(=O)oc12	2	-1	-40	1	-4	1	-10	1
3	Oc1cccc(-c2nc3c4c(ncn3n2)-c2ccccc2CC42CCCC2)c1	0	-1	-15	-1	20	8	6	-15
4	CC1CN(/C=C/C(=O)C(F)(F)F)CC(C)O1 (stereo unspecified)	-1	-1	5	-4	-5	1	-4	-3
5	Cc1ccc(S(=O)(=O)N2CCN(C(=O)COC(=O)c3cccc(Cl)c3)CC2)c(C)c1	2	-6	8	-21	28	-6	-9	-5
6	O=C(Nc1ccc(Cl)cc1Cl)c1cccc(N2C(=O)C=CC2=O)c1	-32	53*	6	-4	8	2	0	-27
7	Cc1cccc(OCCCC(=O)Nc2nccs2)c1	-3	-8	17	0	10	-2	4	-12
8	CCC(C(=O)OCC(=O)Nc1cc(Cl)cc(Cl)c1)c1ccccc1 (stereo unspecified)	2	-5	10	-12	18	-8	-3	-21
9	Cc1cccc(CN2CCC(C(=O)Nc3ccc(Oc4cccnc4)cc3)CC2)c1	-3	-4	3	-6	17	10	5	-19
10	CCOC(=O)C1CCN(C(=O)c2ccccc2NS(=O)(=O)c2ccc(F)c(F)c2)CC1	0	-8	7	-5	2	1	0	-2
11	CCC(C)(C)NC(=O)c1cc(S(=O)(=O)N2CCCCC2)ccc1N1CCOCC1	0	-4	2	1	-11	-4	2	4
12	NC(=O)CC(NC(=O)c1ccccc1)c1ccc(NCc2ccccn2)c([N+](=O)[O-])c1 (stereo unspecified)	2	-6	10	-4	1	-4	-19	5
13	c1ccc(C[C@H]2CNCCN2CC2(c3ccccc3)CC2)cc1	-10	-4	6	3	3	-1	14	11
14	Cc1cc(=O)[nH]c2c1c(C)nn2C1CCCCC1	0	-1	6	1	-8	-11	-5	-5
15	CCCCN(C1CCS(=O)(=O)C1)S(=O)(=O)c1cc(C)ccc1C (stereo unspecified)	2	0	9	-3	4	13	-6	-4
16	CC1CCN(C(=O)Cn2nnc(-c3ccc([N+](=O)[O-])cc3)n2)CC1	3	-1	13	-4	1	-5	-8	6
17	CCc1nnc(NC(=O)CCC(=O)Nc2ccccc2)s1	2	-3	27	-4	-15	2	3	6
18	NC1=NC[C@H](CC2CCCCC2)N1CCc1cc(C(F)(F)F)cc(C(F)(F)F)c1	2	1	11	-1	74*	2	97*	-10
19	CCN(CC)c1ccc(NC(=O)COC(=O)C23CCC(=O)N2c2ccccc2S3)cc1 (stereo unspecified)	-1	-3	16	-9	21	-5	-4	-18
20	O=C(OCC(=O)N1CCc2ccccc21)C1=COCCO1	-2	-9	14	2	-7	2	4	10
21	Cc1ccc(-n2c(-c3ccco3)n[nH]c2=S)cc1	0	45*	-19	-1	7	-4	-2	3
22	CCCCNc1c(-c2cccc(SC(C)CC)c2)nc2ccc(Cl)cn12 (stereo unspecified)	-56&-42	0	-483	-10	31	0	14	-9
23	CC(=O)N1CCN(Cc2nc3cc(NC(=O)C4CCCCC4)ccc3n2C)CC1	-3	-6	13	-14	-2	-8	-10	-13
24	COc1ccccc1C(=O)Nc1ccc(C(=O)Nc2ccccc2C(=O)O)cc1	1	-3	-29	12	8	-3	-5	15
25	Cc1ccc2[nH]c3c(=O)n(CC(=O)NCCc4ccc(Cl)cc4)ncc3c2c1	1	-7	-16	10	-6	9	-8	1
26	O=S(=O)(c1cccc(-c2nnc3n2CCCCC3)c1)N1CCCC1	0	-4	-6	-3	-4	-5	-5	-2
27	CCOC(=O)C(c1ccccc1)C(Nc1cc(C(F)(F)F)cc(C(F)(F)F)c1)c1ccccn1 (stereo unspecified)	0	4	10	-1	-8	2	1	-10
28	COc1ccc(-c2noc(N3CCCC(C(=O)Nc4ccccc4F)C3)n2)cc1 (stereo unspecified)	2	-14	19	11	-28	4	4	0
29	O=C(O)C1CCN(c2nc(-c3ccccc3)nc3c2oc2ccccc23)CC1	-1	-6	-176	5	3	3	-16	-17
30	O=C(CCc1nc(-c2ccccc2)no1)Nc1cc(C(F)(F)F)ccc1Cl	2	1	8	-6	8	2	3	-16
31	CC(=O)N1CC=C2C(C#N)=C(N)C(C#N)(C#N)[C@H](c3ccoc3)[C@H]2C1	-34	-3	-164	-11	0	-1	-1	11
32	CCOc1ccccc1OCC(=O)Nc1nnc(C)s1	1	8	8	-5	6	5	-4	-2
33	O=C(CCCN1CCOCC1)c1ccc2c(c1)OCCO2	0	-6	8	1	-19	-1	4	-13
34	O=C(COC(=O)c1ccc2ccccc2c1)Nc1ncc(C(F)(F)F)cc1Cl	1	4	-13	-6	0	-9	-6	-4
35	O=C(/C=C/c1cccs1)N1CCN(Cc2ccc3c(c2)OCO3)CC1	2	-4	7	3	-1	3	-7	-10
36	COC(=O)/C(C#N)=C/c1c(N2CCN(c3ccccc3)CC2)nc2ccccn2c1=O	-19	-8	-32	-6	15	6	-3	-10
37	O=S(=O)(c1ccc(Cl)cc1)N1CCN=C1SCc1ccc(Cl)c(Cl)c1	0	-1	0	4	6	2	2	-10
38	O=C(NCc1cccnc1)c1ccc(-c2ccccc2[N+](=O)[O-])o1	-4	-8	11	4	-11	2	-8	-3
39	CC(=O)c1ccc(-c2ccccc2OC(F)(F)F)o1	2	-10	17	0	-11	0	2	-2
40	CSc1cccc(NC(=O)/C=C/c2ccccc2)c1	0	-4	15	16	11	49	-11	51*
41	CC(NC(=O)c1cccnc1Sc1ccccc1)c1ccc(S(N)(=O)=O)cc1 (stereo unspecified)	0	5	0	5	-3	-14	2	-5
42	CCOC(=O)COn1c(-c2cccc(Cl)c2)nc2ccc([N+](=O)[O-])cc21	-1	4	7	87*	14	90*	-1	94*
43	CCOC(=O)Cn1cnc2sc(C(=O)OC)c(C)c2c1=O	-9	-5	-3	0	2	4	3	11
44	Cc1c(CCC(C)C)c(=O)n2c([nH]c3ccccc32)c1C#N	-15	-1	-480	18	60*	46	-4	-21
45	COc1ccc2oc(C)c(C(=O)Cn3ccnc3)c2c1	2	-6	13	-15	-246	-9	2	-26
46	COc1ccc(C2NC(=O)NC(C)=C2[N+](=O)[O-])cc1 (stereo unspecified)	-14	-2	-11	0	-19	-3	4	2
47	O=C(NCc1ccccn1)c1cc(-n2cnnc2)ccc1Cl	0	-2	-1	6	-7	8	1	1
48	COc1ccccc1N1CCN(C(=O)c2ccoc2C)CC1	-1	-6	12	-12	14	-8	-2	-28
49	C[C@H](CO)N1C[C@H](C)[C@@H](CN(C)C(=O)Nc2ccc(C(F)(F)F)cc2)Oc2ccc(NC(=O)NC3CCCCC3)cc2C1=O	3	-1	2	6	2	-1	1	5
50	Cc1cnc(C(=O)OC(C)C(=O)Nc2ccc3c(c2)OCCO3)cn1 (stereo unspecified)	3	-9	8	-3	-1	-11	1	-13
51	COc1cc(CNS(=O)(=O)c2ccc3c(c2)CC(C)N3C(C)=O)cc(OC)c1OC (stereo unspecified)	-1	6	2	1	1	6	-3	14
52	COC(=O)C1=C(COc2ccccc2)NC(=O)NC1c1ccc(Cl)cc1 (stereo unspecified)	/	48*	/	2	16	2	4	2
53	COc1ccc(CCNC(=O)C2CC(c3ccc([N+](=O)[O-])cc3)=NO2)cc1 (stereo unspecified)	0	-15	15	-14	12	-21	0	-10
54	Cc1ccc(F)c(NC(=O)/C(C#N)=C(\O)c2ccc(C(C)(C)C)cc2)c1	1	8	13	53*	20	5	-9	22
55	COc1ccc(CN2CCCC(CNC(=O)c3ccc(F)cc3)C2)c(C)c1C (stereo unspecified)	2	-4	25	-2	-3	-6	11	-2
56	CCN1C(=O)CSc2ccc(C(=O)OC)cc21	1	-4	4	-8	-5	-2	2	-16
57	COc1ccc(C(C)C)cc1S(=O)(=O)N1CCC(C(=O)NCC2CCCO2)CC1 (stereo unspecified)	2	-10	8	-8	0	-10	0	-29
58	COC(=O)C(Cc1ccc(O)cc1)NC(=O)NC12CC3CC(CC(C3)C1)C2 (stereo unspecified)	6	-2	18	6	4	5	-2	10
59	CCCN(CC1CC1)C(=O)COC(=O)c1oc2ccc(OCC)cc2c1C	-2	-7	i	3	14	-8	14	-15
60	CC1(C)C2CCC1(CS(=O)(=O)NCc1ccc(Cl)cc1Cl)C(=O)C2 (stereo unspecified)	0	-4	12	10	14	-8	3	-11

The list goes on.
No.	SMILES	SENP1 inh	APOBEC3G inh	SENP8 block-2	SENP8 block-1	Apaf-1 inh	SENP7 block	UBC13 polyUb	SENP6 block
61	Cc1ccc(C(O)(c2ccccc2)c2ccccc2C(C)N(C)C)c(C)c1 (stereo unspecified)	0	-8	16	-3	11	2	15	-1
62	CCn1cc(C(=O)NCCCN2CC(C)CC(C)C2)c(=O)c2cc(S(=O)(=O)N(C)C3CCCCC3)ccc21 (stereo unspecified)	0	-1	7	-3	19	4	7	4
63	COc1ccc(OCCNC(=O)/C=C/c2ccccc2)cc1	3	-6	2	-7	5	-4	-10	-27
64	COc1ccc(N(CC(=O)NCCc2ccccc2)C(=O)CCC(=O)Nc2nccs2)c(OC)c1	-1	-9	-1	-1	19	6	7	-8
65	Cn1c(=O)c2c(ncn2CC(=O)N(Cc2ccccc2)c2ccccn2)n(C)c1=O	1	-6	7	-4	-6	0	2	-11
66	CCOC(=O)C(C#N)C(c1cccnc1)c1c(C)[nH][nH]c1=O (stereo unspecified)	1	-3	6	0	16	-8	-16	-1

Taken from above.
Result for COc1ccc(N(CC(=O)NCCc2ccccc2)C(=O)CCC(=O)Nc2nccs2)c(OC)c1 in SENP1 inh: -1
Result for Cc1ccc(C(O)(c2ccccc2)c2ccccc2C(C)N(C)C)c(C)c1 (stereo unspecified) in SENP1 inh: 0
Result for Cn1c(=O)c2c(ncn2CC(=O)N(Cc2ccccc2)c2ccccn2)n(C)c1=O in SENP8 block-2: 7
